# NFkB transloc pot = enhances IL-1B driven NFkB nuclear translocation; 94,000 compounds, 0.3% hits; HUVEC IL-1B NFkB p65 nuclear translocation imaging; activation, % at 2 µM;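 active means activation above 40%, about the mean plus 3 SD, also judged a hit on visual image review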;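 further: percent activation is computed from the nuclear over cytoplasmic p65 intensity ratio; values of inactives mirror those of a sister screen read the other way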
# Bcl-B displacement = displacers of TR3 peptide from Bcl-B, primary screen, selectivity assay for Bfl-1 inhibitor project, biochemical, fluorescence polarization. one-dose displacement, % at 20 µM; IC50 in µM for titrated hits. 96,000 compounds, 0.11% hits. FP displacement of FITC-TR3 peptide from Bcl-B; higher % means a stronger effect. AID 748;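 active means displacement above 50% at 20 µM plus a fluorescence interference ratio under 1.5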;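 further: plate controls were wells without compound for no effect and wells lacking Bcl-B protein for full effect; a part of the inactive calls stands beside numbers as strong as those of hits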
# PLAP inhibitors HTS = PLAP enzyme inhibitors, biochemical, luminescence, HTS (AID 690). inhibition, % at 20 µM, or IC50 in µM where a hit was titrated. 96,000 compounds, 0.08% hits. purified PLAP, luminescent substrate; higher % means a stronger effect; in the data active means a potency from the dose series; inactive means the rest, 99 in 100 with inhibition below about 30%; further: strong numbers were not always called active
# NFkB transloc inh = blocks IL-1B driven NFkB nuclear translocation in HUVEC cells; HUVEC IL-1B NFkB p65 nuclear translocation imaging; inhibition, % at 2 µM; 94,000 compounds, 0.43% hits; AID 796;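 active means inhibition above about 30% together with a positive call from visual inspection of the well image, limit read from the data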;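 further: nuclear over cytoplasmic p65 intensity ratio measured by imaging; 0% = IL-1B stimulated DMSO wells and 100% = unstimulated DMSO wells; values of inactives mirror those of a sister screen read the other way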
# NFkB transloc inh cell count 2 µM = second read-out of NFkB transloc inh, no call of its own (marks repeat the call); cell count; measured here: cells passing quality filter;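 raw number of nuclei counted in each imaged well without normalization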
# NFkB transloc pot cell count 2 µM = recorded beside NFkB transloc pot, whose call it bears; cell count; measured here: cells passing quality filter
# Active calls of the source: *. Some of the compounds tested. The share of hits here may be higher or lower than overall.
SMILES,NFkB transloc pot,NFkB transloc pot cell count 2 µM,Bcl-B displacement,PLAP inhibitors HTS,NFkB transloc inh,NFkB transloc inh cell count 2 µM
CNc1c2c(nn1C)CCCC2,1,106,-8%,0%,-1,106
